Screening results as filed in PubChem.
ABCB1 block = ABCB1 efflux pump inhibitors, primary screen, cell-based, multiplex, flow cytometry, ABCG2 counter-screen; ATP-dependent translocase ABCB1 (Homo sapiens), P08183; CCRF-Adr cells, JC-1 efflux; inhibition, % at 6.6 µM; actives 0.067% (n = 190,000); in the data active means inhibition above about 40%;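 further: 0% = vehicle and 100% = reference inhibitor; higher value means more JC-1 retained so stronger ABCB1 efflux block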
Bim-Mcl-1 = inhibitors of Bim peptide binding to Mcl-1, primary screen, biochemical, bead-based flow cytometry, multiplex; actives 0.1% (n = 190,000); inhibition, % at 10 µM; AID 1009, 2008; Bim peptide-Mcl-1 binding; in the data active means inhibition above about 40%;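 further: 0% = no compound tracer wells and 100% = peptide blocker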
Target sequence (Q07820 whole entry, looked up): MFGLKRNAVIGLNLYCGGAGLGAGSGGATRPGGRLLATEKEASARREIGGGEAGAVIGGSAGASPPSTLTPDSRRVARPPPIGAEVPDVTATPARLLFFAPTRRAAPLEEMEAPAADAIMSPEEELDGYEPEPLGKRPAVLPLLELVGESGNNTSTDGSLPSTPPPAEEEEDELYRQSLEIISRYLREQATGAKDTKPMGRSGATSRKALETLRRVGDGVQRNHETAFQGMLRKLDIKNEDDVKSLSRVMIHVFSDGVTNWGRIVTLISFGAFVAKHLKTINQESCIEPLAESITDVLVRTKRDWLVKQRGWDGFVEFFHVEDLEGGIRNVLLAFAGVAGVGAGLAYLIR
ABCG2 block = ABCG2 efflux pump inhibitors, primary screen, multiplex with ABCB1, IgMXP3 cells, flow cytometry; Broad substrate specificity ATP-binding cassette transporter ABCG2 (Homo sapiens), Q9UNQ0; JC-1 efflux; inhibition, % at 6.6 µM; actives 0.1% (n = 190,000);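 active means inhibition above 80%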;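 further: 0% = DMSO and 100% = nicardipine control wells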
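Times: 10 min at 25 °C | Test system: Two drug-resistant human cell lines, ABCG2 and ABCB1 | Quantity: 3 million cells/mL final, two lines in 1:1 ratio | Signal: Flow cytometry, 530 nm JC-1 signal | Dosing: Compound at 6.6 µM | Controls: Nicardipine and DMSO wells | Reagent: JC-1 as fluorescent efflux pump substrate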
RGS7-Gao = RGS7-Galphao binding modulators, primary screen, biochemical, multiplexed bead flow cytometry; Guanine nucleotide-binding protein G(o) subunit alpha (Homo sapiens), P09471; actives lie on both sides; AID 1439, 2008; binding response (% of control), % at 10 µM; actives 0.35% (n = 220,000); in the data active means binding response below about 49% or above about 150%; inconclusive means no clear call, values can overlap the other calls; inactive means in between;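 further: fluorescent Galphao held in activated GDP-AlF4 state binding bead-coupled RGS7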
Target sequence (P09471 whole entry, looked up): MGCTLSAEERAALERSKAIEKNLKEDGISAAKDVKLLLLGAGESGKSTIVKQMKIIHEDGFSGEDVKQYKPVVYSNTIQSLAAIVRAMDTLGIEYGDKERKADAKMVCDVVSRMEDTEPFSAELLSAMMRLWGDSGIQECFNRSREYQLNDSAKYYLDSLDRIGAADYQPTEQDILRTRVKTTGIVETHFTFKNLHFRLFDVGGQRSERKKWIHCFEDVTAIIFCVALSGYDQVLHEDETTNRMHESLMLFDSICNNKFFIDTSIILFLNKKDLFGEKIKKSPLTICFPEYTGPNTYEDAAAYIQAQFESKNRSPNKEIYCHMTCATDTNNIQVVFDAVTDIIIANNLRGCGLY
RGS4-Gao reg = modulators of RGS4 binding to Galphao, primary screen, biochemical, multiplexed bead flow cytometry. actives lie on both sides. actives 0.33% (n = 220,000). binding response (% of control), % at 10 µM. Guanine nucleotide-binding protein G(o) subunit alpha (Homo sapiens), P09471; in the data active means binding response below about 49% or above about 150%; inactive means in between;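 further: fluorescent Galphao activated with aluminum fluoride binding bead-coupled RGS4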
Avidin fluor = green autofluorescence of compounds with avidin beads – biophysical, 488/530 nm, flow cytometry, artefact control, profiling panel; compound fluorescence 488/530 nm; stronger effect = higher value; fluorescence (KMESF) at 10 µM; actives 0.38% (n = 220,000); in the data active means fluorescence above about 47; further: inactives centre near 10
GSH fluor = compound fluorescence on glutathione beads, profiling panel, artefact control, biophysical, 488/530 nm, flow cytometry; AID 1776, 2009; actives 0.25% (n = 190,000); GSH beads flow cytometry, compound fluorescence 488/530 nm; stronger effect = higher value; fluorescence (KMESF) at 10 µM; in the data active means fluorescence above about 89;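 further: glutathione beads carrying GST-tagged Bcl family fusion proteins plus one bare bead set; values are compound well signal with DMSO vehicle wells as background; inactives centre near 16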
Mcl1-Bid inh = Mcl-1/Bid binding inhibitors, primary screen, biochemical, TR-FRET, 1536-well. TR-FRET Mcl-1/Bid-Dy647 peptide binding. inhibition, % at 21.7 µM. Induced myeloid leukemia cell differentiation protein Mcl-1 (Homo sapiens), Q07820. actives 0.97% (n = 220,000);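 active means compounds that cut the binding signal by more than half at the single screening dose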;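 further: His-tagged Mcl-1 with europium anti-His antibody binding Bid BH3 peptide; 0% = Mcl-1 plus peptide wells and 100% = peptide-only wells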
Pf gamet viab = late stage P. falciparum gametocyte viability inhibitors, primary screen, ATP luminescence, HTS. P. falciparum stage V gametocytes, 24 h. inhibition, % at 10.9 µM. actives 0.065% (n = 150,000). AID 743093, 2013;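 active means inhibition above the mean plus 3 SD of compounds within the control limits, set per campaign, cut at about 38% in these data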;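 further: 0% = DMSO wells and 100% = medium only without gametocytes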
RGS8-Gao reg = RGS8-Galphao binding modulators, primary screen, biochemical, multiplexed bead flow cytometry; Guanine nucleotide-binding protein G(o) subunit alpha (Homo sapiens), P09471; actives lie on both sides; response (percent of control binding), % at 10 µM; actives 0.34% (n = 220,000); AID 1423, 2008; in the data active means response below about 60% or above about 140%; inactive means in between;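 further: Galphao activated as the GDP aluminium fluoride complex binding bead-coupled RGS8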
Mcl1 Noxa PPI = Mcl-1/Noxa binding inhibitors, primary screen, biochemical, TR-FRET, 1536-well. Induced myeloid leukemia cell differentiation protein Mcl-1 (Homo sapiens), Q07820. TR-FRET Mcl-1/Noxa peptide binding, 2 h. inhibition, % at 21.7 µM. actives 1.5% (n = 220,000). AID 1022, 2008;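 active means compounds that cut the protein-peptide binding signal by more than 50% relative to plate controls in a single-dose test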;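 further: His-tagged Mcl-1 with rhodamine Noxa BH3 peptide and terbium anti-His antibody; 0% = Mcl-1 plus Noxa peptide wells and 100% = peptide-only wells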
An asterisk follows results filed as active; ? = inconclusive; . = not tested or not shown; [ ] = dose if it differs, or a comment.

SMILES | ABCB1 block | Bim-Mcl-1 | ABCG2 block | RGS7-Gao | RGS4-Gao reg | Avidin fluor | GSH fluor | Mcl1-Bid inh | Pf gamet viab | RGS8-Gao reg | Mcl1 Noxa PPI
O=[N+]([O-])c1ccc(/C=N\N2CCN(c3ccc(Cl)cc3)CC2)cc1 | 0.4 | -2 | 1 | 105 | 105 | 22 | 10 | 37 | 20 | 102 | 7
CCOc1ccccc1N1CCN(C(=O)c2ccncc2)CC1 | 0.2 | -1 | 0 | 103 | 102 | 38 | 13 | -25 | . | 101 | -7
O=C(CSc1nc2ccccc2[nH]1)NCC1CCCO1 (centres undefined) | 0.1 | -6 | 1 | 103 | 102 | 11 | 11 | 2 | -18 | 102 | 22
CCCc1nn2c(=O)c(C(c3cccc(Cl)c3)c3c(O)nc4sc(CCC)nn4c3=O)c(O)nc2s1 | 0.0 | 1 | 0 | 104 | 105 | 7 | 7 | -42 | -29 | 102 | -33
Cc1ccccc1NC(=O)/C(=C/c1ccco1)c1ccccc1 | 0.4 | -2 | 2 | 95 | 85 | 11 | 11 | -18 | 19 | 101 | -5
Cc1cc2c(cc1S(=O)(=O)N1CCc3ccccc31)NC(=O)CO2 | 0.9 | 0 | 3 | ? | 105 | 13 | 14 | 13 | -13 | 103 | 35
CC(NC(=O)c1ccc2c(c1)OCCO2)c1ccc(S(N)(=O)=O)cc1 (centres undefined) | 0.0 | 0 | 1 | 103 | 101 | 10 | 13 | -9 | -17 | 101 | 6
Cc1ccc(Cn2c(NCCc3ccccc3)nc3c2c(=O)n(C)c(=O)n3C)cc1 | 5.3 | 0 | 4 | 107 | 108 | 9 | 36 | -33 | . | 102 | 14
O=S(=O)(c1ccc(F)cc1)N1CCN(c2ncnc3c2cnn3-c2ccccc2)CC1 | 0.9 | 4 | 3 | 122 | 129 | 13 | 14 | 4 | . | 142*[activator] | -3
O=C1CN(C(=O)COC(=O)C2CC(=O)N(Cc3ccco3)C2)c2ccccc2N1 (centres undefined) | -0.1 | -13 | 1 | 97 | 99 | 8 | 55 | -46 | -10 | 103 | 23
NS(=O)(=O)c1ccc(NC(=O)COc2ncnc3c2cnn3-c2ccccc2)cc1 | 0.0 | -1 | -1 | 95 | 103 | 11 | 16 | 5 | 7 | 103 | 28
CCc1ccc(NC(=S)NCc2ccccc2)cc1 | 0.3 | -2 | 6 | 98 | 101 | 9 | 18 | -36 | 38 | 100 | 6
O=C(NNC(=O)C1CCN(c2ncccn2)CC1)c1ccc(Cl)cc1 | 1.0 | 0 | 4 | 97 | 98 | 7 | 30 | 10 | 4 | 88 | 15
Clc1ccc(C(c2nnnn2C2CCCC2)N2CCSCC2)cc1 (centres undefined) | 1.1 | -3 | 18 | 98 | 101 | 6 | 22 | -22 | 4 | 93 | 9
O=C(Nc1ccc2c(c1)OCO2)C1CC(=O)N(c2ccc3c(c2)OCCO3)C1 (centres undefined) | -0.2 | 0 | 9 | 103 | 102 | 10 | 12 | -9 | . | 103 | 12
COc1ccc(S(=O)(=O)N(CC(C)C)CC(C)C)c2cccnc12 | 0.9 | -1 | 1 | 93 | 91 | 5 | 23 | -14 | . | 100 | 6
O=C(O)CSCC(=O)Nc1ccc(Cl)cc1C(F)(F)F | 0.2 | 4 | 1 | 98 | 99 | 11 | 16 | 3 | -14 | 102 | 3
Cc1cccnc1Nc1nc(-c2ccc(O)c(O)c2)cs1 | 0.9 | -9 | 21 | 96 | 97 | 11 | 23 | -10 | -20 | 99 | 69*
CCOc1ccc(CN2CCN(Cc3cnn(CC)c3C)CC2CCO)cc1 (centres undefined) | 0.1 | -3 | 0 | 104 | 105 | 11 | 14 | 0 | 2 | 103 | 5
O=S(=O)(c1ccc2c(c1)OCCO2)N1CCN(c2ncnc3sccc23)CC1 | 0.2 | 2 | 0 | 96 | 103 | 13 | 12 | -13 | -21 | 101 | 11

Quoted at random: four entries already listed.
SMILES | ABCB1 block | Bim-Mcl-1 | ABCG2 block | RGS7-Gao | RGS4-Gao reg | Avidin fluor | GSH fluor | Mcl1-Bid inh | Pf gamet viab | RGS8-Gao reg | Mcl1 Noxa PPI
O=C(O)CSCC(=O)Nc1ccc(Cl)cc1C(F)(F)F | 0.2 | 4 | 1 | 98 | 99 | 11 | 16 | 3 | -14 | 102 | 3
O=C(NNC(=O)C1CCN(c2ncccn2)CC1)c1ccc(Cl)cc1 | 1.0 | 0 | 4 | 97 | 98 | 7 | 30 | 10 | 4 | 88 | 15
Clc1ccc(C(c2nnnn2C2CCCC2)N2CCSCC2)cc1 (centres undefined) | 1.1 | -3 | 18 | 98 | 101 | 6 | 22 | -22 | 4 | 93 | 9
NS(=O)(=O)c1ccc(NC(=O)COc2ncnc3c2cnn3-c2ccccc2)cc1 | 0.0 | -1 | -1 | 95 | 103 | 11 | 16 | 5 | 7 | 103 | 28

Carrying on.
SMILES | ABCB1 block | Bim-Mcl-1 | ABCG2 block | RGS7-Gao | RGS4-Gao reg | Avidin fluor | GSH fluor | Mcl1-Bid inh | Pf gamet viab | RGS8-Gao reg | Mcl1 Noxa PPI
O=C(CCCn1c(SCC(=O)c2ccc(O)c(O)c2)nc2ccccc2c1=O)NCC1CCCO1 (centres undefined) | -0.2 | 3 | -1 | 86 | 88 | 7 | 4 | -28 | 6 | 94 | 35
COc1ccc(C)cc1S(=O)(=O)N(CC(=O)Nc1cc([N+](=O)[O-])ccc1C)c1ccc(C)c(C)c1 | 4.2 | -10 | 14 | 98 | 92 | 5 | 9 | -3 | 20 | 88 | 0
c1ccc(-c2cccc(-c3ccccn3)n2)nc1 | -0.2 | -1 | 1 | 103 | 100 | 28 | 21 | -45 | . | 102 | -89
O=C(NC1CCCC1)c1nc2c(nnn2Cc2ccccc2Cl)c(=O)[nH]1 | 0.0 | 1 | 2 | 105 | 101 | 17 | 61 | -41 | . | 100 | -13
Cc1ccc2oc(=O)c3cc(C(=O)NCCCN4CCc5ccccc5C4)sc3c2c1 | 1.8 | -2 | 8 | 104 | 105 | 7 | 17 | 4 | . | 103 | 36
O=C(c1ccc(F)cc1)N1CCC(N2CCOCC2)CC1 | -0.9 | -3 | -1 | 96 | 97 | 13 | 35 | 48 | . | 100 | -6
COc1cc(NC(N)=S)c(OC)cc1Cl | . | . | . | ? | 106 | 7 | . | 7 | -2 | 103 | -19
CCOc1cc2[nH]c(=S)n(CCCCC(=O)NCc3ccco3)c(=O)c2cc1OCC | 1.2 | -2 | 7 | 94 | 98 | 8 | 10 | -9 | -8 | 101 | -3
c1cncc(COC2CCCN(Cc3nc(-c4cccs4)no3)C2)c1 (centres undefined) | 2.2 | 0 | 3 | 102 | 102 | 6 | 21 | -1 | . | 102 | 3
O=C(Nc1ccc(-c2nc3ncccc3o2)cc1)c1ccc(Br)o1 | -0.1 | 6 | -3 | 76 | 90 | 5 | 2 | 34 | . | 83 | 17
COc1ccc2cc(-c3[nH]ncc3CN3CCCCO3)ccc2c1 | -0.1 | -1 | 3 | 97 | 99 | 11 | 11 | -22 | 17 | 103 | 18
COc1ccc(C2=Nn3c(nnc3C3CCCCC3)SC2)cc1OC | 1.4 | 1 | 8 | 98 | 100 | 9 | 9 | -10 | 2 | 99 | -5
CCn1c(SCC(=O)NCc2ccco2)nnc1-c1ccc(N)cc1 | 0.4 | 0 | 1 | 105 | 104 | 33 | 14 | 75* | -12 | 100 | 2
CCC(C(=O)Nc1ccc(C(=O)N2CCCC2)cc1)c1ccccc1 (centres undefined) | -0.1 | -1 | 0 | 101 | 101 | 14 | 10 | 1 | . | 103 | 18
CCN(CC)S(=O)(=O)c1ccc(NC(=O)COC(=O)CN2C(=O)c3ccccc3C2=O)cc1 | 0.4 | -8 | 3 | 108 | 108 | 8 | 3 | 0 | 5 | 132 | 0
CC1=CC(C)C(C[N+]2(C)CCCCC2)C(C)C1 (centres undefined) | 0.1 | 2 | 2 | 102 | 102 | 12 | 12 | -66 | 14 | 106 | 4
CC(C)=NN/C(N)=N/C(=S)Nc1ccc(C)cc1 | 0.0 | -2 | 3 | 118 | 102 | 10 | 11 | -68 | . | 88 | 30
N#Cc1ccccc1Cn1c(=O)n(Cc2ccc(C(=O)NCc3ccco3)cc2)c(=O)c2ccccc21 | 2.4 | 2 | 3 | 93 | 76 | 13 | 9 | 38 | 12 | 87 | -139
O=C(O)CCC(=O)N1CCc2cc(S(=O)(=O)N3CC=C(c4ccccc4)CC3)ccc21 | -2.0 | 2 | -3 | 104 | 99 | 14 | 21 | -9 | . | 105 | 22
COc1ccc(-c2nc3cc(NC(=O)c4ccc5c(c4)OCO5)ccc3o2)cc1 | -0.7 | 4 | -2 | 114 | 109 | 18 | 6 | 21 | . | 111 | 23
O=C(Cn1cnc2c(cnn2-c2ccc(F)cc2)c1=O)NCCc1ccccc1 | 0.7 | -3 | 7 | 98 | 103 | 20 | 14 | -10 | . | 99 | 3
COCCn1c(=O)[nH]c2cc(C(=O)NCCc3ccc(OC)c(OC)c3)ccc2c1=O | 1.2 | -2 | 3 | 100 | 98 | 11 | 10 | -10 | 17 | 99 | 12
COc1ccc(Cc2nnc(Nc3c(C)cccc3C)o2)cc1OC | . | . | . | ? | 102 | 9 | . | -1 | 2 | 101 | 17
Cc1ccccc1NS(=O)(=O)c1ccc(C(=O)OCC(=O)NCC(C)C)cc1 | 0.4 | 0 | 3 | 110 | 102 | 10 | 13 | -8 | . | 99 | 12
CCC(C)NC(=O)C1c2cc(OC)c(OC)cc2C(=O)N(C)C1c1cccs1 (centres undefined) | 0.1 | 2 | 0 | 116 | 106 | 67* | 22 | -9 | . | 100 | 2
O=C1Nc2ccccc2Oc2cc([N+](=O)[O-])cc(Oc3ccccc3)c21 | 38 | 0 | 89* | 102 | 104 | 3 | 17 | 0 | 10 | 120 | 27
COCCN(C(=O)CN1CCN(S(=O)(=O)c2ccc(F)cc2)CC1)c1c(N)n(Cc2ccccc2)c(=O)[nH]c1=O | 0.6 | -3 | 3 | 98 | 101 | 5 | 14 | -28 | . | 105 | 8
